SIAH1 antagonists = Siah-1 peptide-binding antagonists, primary screen, biochemical, fluorescence polarization, rhodamine-plectin, uHTS (AID 1817) | displacement, % at 20 µM, or IC50 in µM where a hit was titrated | Siah-1 / rhodamine-plectin peptide fluorescence polarization; higher % means a stronger effect | 290,000 compounds, 0.02% hits;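 active = displacement of at least 50% at 20 µM, with a fluorescence ratio check between 0.3 and a set limit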;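 note: plate controls were Siah plus tracer with DMSO for no effect and tracer alone without Siah for full effect; strong numbers were not always called active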
AID2073 = disruptors of CaV2.2 binding to Mint1 – biochemical, HTRF (AID 2073); 290,000 compounds, 0.19% hits; inhibition, % at 20 µM, or IC50 in µM where a hit was titrated; HTRF protein-protein interaction, Mint1-CaV2.2; higher % means a stronger effect; in the data active = inhibition mostly above about 51%, no sharp cut-off; inconclusive = no clear call, values can overlap the other calls; inactive = mostly below about 53%; note: some results filed as inactive read as strong as hits
LYP inhibition = PTPN22 lymphoid phosphatase activity blockers – biochemical, fluorescence intensity, uHTS (AID 1779); inhibition, % at 11.5 µM; hits with a dose series show IC50 in µM; recombinant LYP phosphatase, fluorescence intensity; higher % means a stronger effect; 290,000 compounds, 0.054% hits;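 note: plate controls were vehicle with enzyme for no effect and no enzyme for full effect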
P. falciparum M1AAP = P. falciparum M1AAP inhibitors, biochemical, fluorogenic H-Leu-NHMec substrate, 1536-well (AID 1445); 220,000 compounds, 0.42% hits; inhibition, % at 30 µM; hits with a dose series show IC50 in µM; recombinant M1AAP, H-Leu-NHMec fluorogenic kinetic assay; higher % means a stronger effect;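 active = primary inhibition above the hit cutoff, then over 50% inhibition at one or more dose response concentrations, cut at about 23% in these data, passing the limit was not always enough; inconclusive = conflicting primary data, or primary hits not chosen for dose response; inactive = low primary inhibition, or under 50% at every dose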;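 note: plate controls were DMSO full reaction for no effect and no enzyme background for full effect; strong numbers were not always called active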
human PMI inhibition = inhibitors of human PMI, primary screen, biochemical, fluorescence intensity, coupled assay (AID 1209); purified PMI enzyme, coupled fluorescence intensity; higher % means a stronger effect; inhibition, % at 20 µM, or IC50 in µM where a hit was titrated; 190,000 compounds, 0.42% hits;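 note: plate controls were DMSO vehicle for no effect and wells lacking substrate for full effect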
M17LAP inhibition = P. falciparum M17LAP inhibitors, primary screen, biochemical, fluorogenic H-Leu-NHMec substrate, 1536-well (AID 1619). inhibition, % at 30 µM, or IC50 in µM where a hit was titrated. recombinant M17LAP, H-Leu-NHMec fluorogenic kinetic assay; higher % means a stronger effect. 220,000 compounds, 0.38% hits;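 active = compound inhibiting the enzyme by more than half at any dose during confirmatory dose-response retesting; inconclusive = strong single-dose inhibitors picked by rank but not retested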;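 note: plate controls were full reaction with DMSO carrier for no effect and no enzyme background for full effect; strong numbers were not always called active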
XIAP displacement = small molecules displacing peptide from XIAP – biochemical, IAP family, fluorescence polarization (AID 1018). XIAP BIR domain, fluorescence polarization peptide displacement; higher % means a stronger effect. displacement, % at 20 µM; hits with a dose series show IC50 in µM. 200,000 compounds, 0.007% hits; in the data active = displacement above about 50%; note: a part of the inactive calls stands beside numbers as strong as those of hits
human PMI inhibitors = MPI inhibition at elevated mannose 6-phosphate – biochemical, fluorescence intensity, high mannose 6-phosphate, primary screen (AID 1220); inhibition, % at 20 µM, or IC50 in µM where a hit was titrated; recombinant PMI enzyme, coupled fluorescence intensity; higher % means a stronger effect; 190,000 compounds, 0.66% hits
Dynein cargo inh = dynein cargo transport inhibition. 3617.4 mouse cells, GR-EGFP nuclear translocation imaging; test concentration mostly 20 µM; stimulated with dexamethasone, 1 µM; active compounds read low. z-score, hits read low. 220,000 compounds, 0.47% hits. AID 1381;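 active = plate z-score of nuclear minus cytoplasmic receptor signal below a set negative limit, without overly bright fluorescence or cell loss, cut at about -3.5 in these data, passing the limit was not always enough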;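 note: z-score of nuclear minus cytoplasmic ring GR-EGFP intensity difference per well; some compounds called inactive have numbers as strong as hits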
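Schedule: 48 h induction, then 1 h compound, then 30 min agonist, 37 °C. Buffer or medium: tetracycline-free induction medium containing charcoal-stripped FBS. Reagent: 1.0 µM final dexamethasone stimulus. Evaluation: nuclear versus cytoplasmic GR-EGFP signal, averaged per well. Signal: high-content fluorescence imaging after fixation.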
Dynein cargo inh cytoplasmic EGFP = second read-out of Dynein cargo inh, no call of its own (marks repeat the call); z-score; measured here: cytoplasmic GR-EGFP intensity; active compounds read high
Dynein cargo inh nuclear GR-EGFP = recorded beside Dynein cargo inh, whose call it bears; z-score; measured here: nuclear GR-EGFP intensity;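 lower value marks the stronger effect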
Dynein cargo inh cell count = further read-out of Dynein cargo inh, marked with its call; z-score; measured here: cell count per field
Active calls of the source: *; ? = inconclusive; . = not tested or not shown. Cut-off read from the data, not from the text of the source, unless noted: active = inhibition above about 50%; inactive = the rest.

SMILES	SIAH1 antagonists	AID2073	LYP inhibition	P. falciparum M1AAP	human PMI inhibition	M17LAP inhibition	XIAP displacement	human PMI inhibitors	Dynein cargo inh	Dynein cargo inh cytoplasmic EGFP	Dynein cargo inh nuclear GR-EGFP	Dynein cargo inh cell count
CCOC(=O)c1cnc2c(c(C)nn2CC)c1NCCN1CCOCC1	-1%	0%	-3%	12%	13%	6%	-9.5%	8%	-0.8	-0.25	-0.29	0.26
CCC(C)(C)NC(=O)C(c1ccc(C)cc1)N(Cc1ccco1)C(=O)Cn1nnc2ccccc21 (stereo unspecified)	6%	11%	-2%	-3%	-3%	3%	-8.0%	1%	-0.4	-0.28	-0.4	1
Cn1c2c(c3ccccc31)CC/C2=N\O	-1%	12%	2%	4%	-2%	-4%	-4.7%	-3%	-0.58	-0.1	0.18	1.3
O=c1sc2ccccc2n1CCCOc1ccccc1	5%	2%	4%	-1%	10%	0%	-0.9%	9%	0.036	-0.16	0.35	0.13
O=C(Nc1ccc(N2CCOCC2)cc1)C1CCN(S(=O)(=O)Cc2ccccc2)CC1	5%	0%	-11%	4%	8%	-5%	-1.2%	7%	-0.86	-0.18	-0.17	0.93
CCCc1cc(C(=O)Nc2cccc(C(C)=O)c2)no1	0%	0%	-4%	-2%	7%	8%	-10%	8%	-0.4	-0.24	-0.19	0.42
COC(=O)c1sc2nc(N)c(C#N)cc2c1N	-3%	1%	-9%	2%	5%	-16%	-0.5%	5%	0.76	0.51	0.85	0.21
Cc1cc(C)cc(NC(=O)c2c(C)nc3ccccn23)c1	1%	-3%	5%	4%	-3%	-14%	-7.6%	-9%	-0.33	-0.32	-0.45	0.85
CCNC(=S)N(Cc1cc2cc(C)ccc2[nH]c1=O)C1CCCC1	-10%	45%	-10%	-1%	15%	4%	-14%	-1%	-0.5	0.044	-0.63	1.2
CN1CCN(c2ccccc2NC(=O)c2ccc(-c3ccc(Cl)cc3Cl)o2)CC1	-1%	7%	-5%	13%	-5%	-9%	-2.0%	-5%	0.075	-0.47	-0.062	0.57
O=C(CCC1CCCC1)Nc1ccc(Br)cn1	4%	2%	2%	0%	7%	2%	-1.7%	4%	0.76	-0.21	0.41	0.37
CC1CCCC(NC(=O)COC(=O)CCC2CCCC2)C1C (stereo unspecified)	-4%	-11%	-2%	-4%	0%	-10%	-4.6%	-5%	0.7	0.99	0.89	-1.3
Cc1ccsc1C=Nc1c(C)n(C)n(-c2ccccc2)c1=O	-3%	0%	0%	-5%	15%	-1%	-6.0%	4%	0.85	-0.24	0.79	-0.089
Cc1ccc(NC(=S)Nc2ccc(F)cc2)c(C)c1	1%	-1%	-7%	5%	-4%	1%	-1.9%	-10%	-1.4	-0.34	-0.88	1.3
c1csc(CNc2ccc3c(c2)OCCO3)c1	-6%	22%	4%	7%	-23%	2%	-15%	-4%	0.39	-0.23	0.3	-0.51
N#CCCn1nc(-c2ccc(Br)cc2)cc1Nc1ccccc1NC(=O)C(F)(F)F	1%	2%	1%	4%	-2%	-10%	-4.4%	0%	-1.3	-0.23	-0.99	0.78
O=C(O)CC[C@@H](C(=O)O)N1C(=O)c2ccccc2C1=O	1%	5%	-2%	-3%	.	2%	.	.	-0.42	-0.59	0.14	-0.041
O=C(OCc1cc2ccccc2[nH]c1=O)C1CCCCC1	-1%	8%	-3%	4%	-2%	7%	-5.7%	7%	0.32	-0.074	0.44	-0.28
CCOc1cc(C=C(C(=O)OC)C(=O)OC)ccc1OCc1ccc([N+](=O)[O-])cc1	-2%	-2%	-4%	1%	19%	5%	-1.7%	19%	-5.7*	0.82*	-2.4*	-0.51*
Cc1ccc(CN2C3CCCC2CC(NC(=O)c2ccc(C)cc2)C3)cc1 (stereo unspecified)	0%	-5%	-8%	-2%	18%	-8%	-3.2%	12%	-0.021	-0.37	-0.35	0.02
Cc1cccc(OCC(=O)Nc2cccc(-c3nnc(-c4ccccc4)o3)c2)c1C	19%	-1%	2%	24%*	6%	-9%	-6.1%	5%	-0.11	-0.23	0.24	-0.063
O=C(c1ccco1)N(Cc1ccc([N+](=O)[O-])cc1)c1ccc(Cl)cc1	0%	-5%	-10%	-5%	19%	27%	-5.9%	15%	-0.86	-0.2	-0.62	1
Cc1ccc(/C=N/NC(=O)c2cccc(S(=O)(=O)Nc3ccccc3Cl)c2)o1	-2%	5%	-2%	22%	7%	-1%	-14%	5%	0.3	-0.15	0.49	-0.4
COc1ccccc1-c1nnc(SC)n1C	-3%	-3%	-4%	-3%	-2%	-5%	0.4%	-2%	1.2	-0.19	0.15	-0.73
COCCNc1c([N+](=O)[O-])c(=O)n(-c2ccccc2)c2ccccc12	0%	0%	-4%	6%	16%	12%	-8.1%	8%	-0.54	-0.32	-0.52	0.86
NC(=S)Cc1nc(-c2ccccc2)cs1	2%	?	-6%	-3%	-6%	-4%	-14%	-13%	-1	-0.32	-0.72	0.63
CCOc1ncccc1C(=O)OCc1nnc(-c2ccccc2)o1	2%	-7%	-3%	1%	2%	-9%	-2.2%	4%	-0.26	-0.37	-0.23	-0.036
O=C(COc1cccc2ccccc12)NNC(=O)CSCCO	-4%	2%	-11%	-2%	4%	-13%	.	26%	-0.52	-0.21	-0.68	0.43
CSc1sccc1/C=N/NC(=O)c1ccncc1	-2%	7%	-5%	8%	-5%	39%	-18%	-2%	-0.21	-0.3	-0.38	0.26
COc1ccc(C(=O)NCc2nnc(SCC(=O)Nc3ccc4c(c3)OCO4)o2)cc1	-1%	-7%	-6%	1%	8%	-7%	-7.2%	16%	0.64	-0.035	0.39	-2
O=C1Nc2ccccc2/C1=C/C(=O)c1cccs1	-4%	3%	-8%	8%	6%	2%	-5.2%	-4%	-1.5	0.4	-0.59	0.61
CC1(C)NC(=O)N(Cc2cc(=O)n3ccsc3n2)C1=O	5%	7%	-1%	4%	.	-3%	.	.	0.48	-0.24	0.34	-0.015
N#C/C(=C\c1cccnc1)C(=O)Nc1cccc2ccccc12	-4%	9%	-10%	9%	5%	-8%	-6.8%	9%	-0.62	-0.17	-0.085	0.098
O=C1C2C3C=CC(CNS(=O)(=O)c4ccccc4[N+](=O)[O-])(O3)C2C(=O)N1c1ccccc1 (stereo unspecified)	11%	75%	-2%	5%	-35%	-6%	-2.5%	-62%	-0.017	-0.28	0.51	-0.11
Cn1cnnc1Sc1nc2c(c(=O)n(C)c(=O)n2C)n1Cc1ccccc1Cl	2%	-7%	-3%	2%	10%	-8%	-9.4%	12%	-0.06	-0.17	-0.15	-0.28
N#Cc1nc(COc2cccc(Cl)c2)oc1NCCN1CCOCC1	5%	-5%	-10%	5%	.	13%	.	.	-0.003	0.051	0.43	0.1
CCOC(=O)N1CCN(CC(O)COCc2ccc(OC)c(OC)c2)CC1 (stereo unspecified)	4%	4%	-5%	4%	-10%	3%	-9.3%	-16%	0.73	0.32	0.85	-1.5
O=C(Nc1cccn(Cc2c(Cl)cccc2Cl)c1=O)C1CC1	17%	-7%	-1%	1%	0%	-7%	-10%	4%	1.9	-0.14	1	-1.7
C1CCC2(CC1)OCC1(CO2)COC2(CCCCC2)OC1	6%	0%	-1%	-1%	8%	10%	-3.5%	1%	-0.97	-0.28	-0.51	0.43
CCc1cccc(N(C(=O)c2csnn2)C(C(=O)NC(C)(C)C)c2ccccn2)c1 (stereo unspecified)	-2%	-8%	-4%	5%	.	-3%	-5.4%	.	-0.3	-0.22	-0.23	0.36
Cc1ccc(NC(=O)Nc2ccc3oc(C)nc3c2)cc1	-1%	-10%	-10%	-2%	-1%	10%	-4.1%	-3%	0.32	-0.21	-0.73	-0.97
COc1ccc(OC)c(NC(=O)Cn2c(CCC(=O)O)ccc2-c2ccccc2)c1	-2%	7%	5%	9%	-5%	14%	-4.7%	-6%	-0.72	-0.19	-0.15	0.58
O=C(Nc1nnc(-c2ccncc2)s1)C1CCCO1 (stereo unspecified)	4%	-7%	-6%	8%	9%	-45%	-1.5%	3%	-0.22	-0.22	0.13	-0.046
Cc1occc1C(=O)Nc1nccs1	-5%	4%	-2%	3%	2%	4%	-2.1%	-6%	-0.6	-0.22	-0.36	0.26
CC1=NN(c2ccc(F)cc2)C(=O)C1C(c1cccc(O)c1)c1c(C)[nH]n(-c2ccc(F)cc2)c1=O (stereo unspecified)	6%	14%	-4%	?	7%	10%	-2.3%	-5%	1.3	0.025	1	-1.1
Clc1ccccc1-c1nc(/C=N/N2CCOCC2)c2ccccn12	3%	43%	-2%	7%	6%	0%	-24%	40%	0.075	0.89	0.49	0.49
COCCNC(=O)c1cnn2c(C(F)(F)F)cc(-c3ccc4c(c3)OCO4)nc12	3%	?	-2%	2%	13%	-7%	-1.4%	13%	0.043	-0.18	0.1	0.42
Cc1ccc(-n2nnc3c(SCC(=O)NCC4CCCO4)ncnc32)cc1 (stereo unspecified)	0%	4%	1%	-1%	5%	-11%	-5.7%	5%	0.028	-0.17	0.39	1
COC(=O)c1ccc(NC(=O)CSC2=NCCN2)cc1	2%	-25%	-4%	8%	0%	12%	24%	-11%	-0.76	-0.24	-0.59	0.65
CCc1cc2ccc(OC)cc2nc1SCC(=O)NNC(C)=O	2%	-4%	-7%	5%	14%	-2%	-11%	11%	-0.41	-0.22	-0.47	0.18

This is a random part of the collection; about 2.1% have a hit in one of these screens.
